Screening data from PubChem BioAssay.
Abeta yeast res: compounds reversing amyloid beta toxicity in yeast; yeast expressing A-beta42, growth rescue, OD600, 48 h; response scale: 0% DMSO, 100% iron-clioquinol control; 0.063% of 410,000 active; Potency, µM (doses to about 46.1 µM), for the others: top-dose growth rescue, actives largely listed as activators; further: potency means the concentration at half of the fitted maximal effect; nearly all actives have a fitted effect of over 55% in size
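Yeast growth medium received pinned compounds, then yeast cells expressing toxic A-beta were added; plates incubated at 30 C for 48 hr. Growth read as absorbance at 600 nm, normalized to DMSO and equimolar FeCl3 plus clioquinol controls.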
aSyn rescue: alpha-synuclein toxicity inhibition in yeast; Yeast expressing alpha-synuclein, growth rescue, BacTiter-Glo, 24 h; Potency, µM (doses to about 46.1 µM), for the others: at the top dose growth rescue (activation), actives largely listed as activators; 0.14% of 370,000 active; AID 652106; further: potency means the concentration at half of the fitted maximal effect; % of control where 0% means no effect; nearly all actives have a fitted effect of over 65% in size
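Readout is rescue of growth in alpha-synuclein-expressing yeast, so inhibitors of toxicity appear as activators. Growth after 24 hr at 30 deg C in galactose medium is quantified by luminescence.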
Akt phos inh: inhibitors of Akt phosphorylation; Neuro2A IGF-stimulated pAkt S473 HTRF, 20 min; hits give low values; activity change, % for hits at 50 µM; 0.32% of 360,000 active; AID 651550; in the data active means activity change below about -80%; inconclusive means mostly about -51% to -80%; further: on the % scale 0 is the no-effect control and ±100 the full control effect
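Single-point screen (50 µM final compound) in Neuro2A cells stimulated 20 min with 6 nM IGF at 37 deg C. After lysis, Ser473-phosphorylated Akt read by HTRF (ex 330 nm, em 615/665 nm) as the 665/615 ratio.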
PTHR1 agonist: agonists of human PTHR1 parathyroid hormone receptor | 0.075% of 410,000 active | HEK293 GP2 PTHR1 cells, GloSensor cAMP luminescence, 1 h | Potency, µM (titrated, usually from 115 µM), without a hit: top-dose activation, most hits filed as activators; further: potency means the concentration at half of the fitted maximal effect; nearly all actives have a fitted effect of over 55% in size; some results filed as inactive show a strong effect at the top dose; inactives centre near -15; many of its hits are not listed in these tables
Target sequence (Q03431 whole entry, looked up): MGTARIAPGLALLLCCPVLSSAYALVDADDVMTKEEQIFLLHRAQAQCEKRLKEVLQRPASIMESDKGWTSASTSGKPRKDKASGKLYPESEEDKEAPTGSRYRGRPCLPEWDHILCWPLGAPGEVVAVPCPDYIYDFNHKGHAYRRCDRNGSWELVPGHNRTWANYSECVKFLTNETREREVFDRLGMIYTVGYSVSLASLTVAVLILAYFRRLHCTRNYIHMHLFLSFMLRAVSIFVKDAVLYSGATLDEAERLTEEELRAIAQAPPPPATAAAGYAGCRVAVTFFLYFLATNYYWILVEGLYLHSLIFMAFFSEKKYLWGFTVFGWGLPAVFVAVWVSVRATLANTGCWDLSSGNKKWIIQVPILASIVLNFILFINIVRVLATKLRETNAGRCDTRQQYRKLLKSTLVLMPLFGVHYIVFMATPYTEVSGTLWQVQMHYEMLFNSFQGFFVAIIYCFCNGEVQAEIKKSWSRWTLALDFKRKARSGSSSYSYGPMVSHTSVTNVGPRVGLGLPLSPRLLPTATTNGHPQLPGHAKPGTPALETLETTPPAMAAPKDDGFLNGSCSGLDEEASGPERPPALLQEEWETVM
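HEK-293-derived GP2 cells expressing PTHR1 and a GloSensor cAMP reporter, 3,000/well, plated overnight, given luciferin plus IBMX (each 0.5 mM as added) for 1 h at 37 °C, then compound for 1 h at 37 °C. Luminescence was read after 15 min at room temperature.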
FUS suppressor: rescues growth of FUS-expressing yeast | 0.24% of 390,000 active | AID 1347120 | S. cerevisiae FUS-expressing, growth rescue, OD600, 24 h | Potency, µM (series often up to 76.6 µM), for inactives: at the top dose growth rescue (activation), hits mostly activators;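 further: potency means the concentration at half of the fitted maximal effect; plate controls were DMSO vehicle for no effect and reference control for full effect; nearly all actives have a fitted effect of over 55% in size; some results filed as inactive show a strong effect at the top dose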
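Read-out: OD at 600 nm after 24hr at 30C, reporting rescue of FUS-induced yeast toxicity. Cells at OD 0.005 in galactose (2%) minimal medium; compounds tested in a dilution series; CP55940 titration from 92uM final as control.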
TDP43 rescue: rescues yeast growth from TDP-43 toxicity | AID 652104 | Potency, µM (top dose mostly 46.1 µM), for the others: top-dose growth rescue (activation), hits mostly activators | 1.8% of 410,000 active | TDP-43 expressing yeast growth rescue, BacTiter-Glo, 24 h; further: potency means the concentration at half of the fitted maximal effect; % of control where 0% means no effect; nearly all actives have a fitted effect of over 50% in size
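Luminescence from BacTiter-Glo reports growth of TDP-43-expressing yeast after 24 hr at 30 deg C with compound. Cells were raffinose-pregrown to mid-log, then seeded in galactose medium at OD600=0.02.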
GLP1R cytotox: cytotoxicity counter-screen for GLP-1 receptor inverse agonists; AID 624418; 0.13% of 410,000 active; Potency, µM (series often up to 38.3 µM), inactives show at the top dose activity change, negative = inhibition, usual class: inhibitors; HEK293 cAMP-luciferase reporter cells, luminescence, 24 h;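 further: loss of luciferase light is scored as toxicity; potency means the concentration at half of the fitted maximal effect; on the % scale 0 is the no-effect control and ±100 the full control effect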
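1536-well qHTS counterscreen of the MLSMR; 200 cells/uL, 12 h pre-incubation, 23 nL cpd, 24 h at 37 deg C 5% CO2, luciferase detection reagent, 12 min RT, luminescence. Inhibition = undesired.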
Mm-Cpn inhibitor: blocks the Methanococcus maripaludis chaperonin Mm-Cpn. purified Mm-Cpn ATPase, ADP Transcreener TR-FRET. Potency, µM (top dose mostly 76.9 µM), inactives show at the top dose activity, negative = inhibition, most hits filed as inhibitors. 0.031% of 330,000 active. AID 504842; further: potency means the concentration at half of the fitted maximal effect; on the % scale 0 is the no-effect control and ±100 the full control effect; nearly all actives have a fitted effect of over 80% in size
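Eu-cryptate anti-ADP/ADP-d2 competition gives a ratio inversely related to ADP. Enzyme at 25 nM was pre-exposed to compound for 10 min, then given 10 uM ATP for 30 min, 37°C throughout.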
GLP1R inv ag: GLP-1 receptor (human) inverse agonism. P43220. HEK293 GLP-1R CRE-luciferase, luminescence, 24 h; GLP-1R form is constitutively active. Potency, µM (doses to about 38.3 µM), without a hit: top-dose activity change, negative = inhibition, hits mostly inhibitors. AID 624417. 1.6% of 410,000 active; further: potency means the concentration at half of the fitted maximal effect; on the % scale 0 is the no-effect control and ±100 the full control effect; nearly all actives have a fitted effect of over 55% in size
Target sequence (P43220 whole entry, looked up): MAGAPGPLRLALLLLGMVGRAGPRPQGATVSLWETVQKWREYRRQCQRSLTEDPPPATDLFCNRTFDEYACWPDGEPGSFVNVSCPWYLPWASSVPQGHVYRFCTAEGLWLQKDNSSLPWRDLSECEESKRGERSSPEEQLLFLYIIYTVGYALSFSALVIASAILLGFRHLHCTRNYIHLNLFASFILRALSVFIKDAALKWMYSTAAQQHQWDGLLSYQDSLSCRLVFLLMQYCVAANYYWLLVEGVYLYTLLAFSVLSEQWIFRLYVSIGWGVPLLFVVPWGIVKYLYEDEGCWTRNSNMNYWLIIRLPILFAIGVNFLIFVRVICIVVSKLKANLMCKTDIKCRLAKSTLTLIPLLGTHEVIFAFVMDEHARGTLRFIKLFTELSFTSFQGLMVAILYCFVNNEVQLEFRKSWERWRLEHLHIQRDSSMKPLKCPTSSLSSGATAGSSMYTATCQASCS
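Constitutively active GLP-1R drives a cAMP-responsive luciferase in stably transfected HEK293 cells; test compounds are added after overnight (12 h) attachment and left 24 hr, and signal loss in luminescence marks inhibition.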
* marks the source's active call; other numbers are inactive results; i = inactive; ? = inconclusive; / = no result given; & = joins results of further samples; [ ] = another dose, or the depositor's remark. Unless noted, the call rests on the fitted dose curve; in most records, active means well fitted curve in the direction sought with a large enough effect; inconclusive means small, poorly fitted or top-dose-only effect, or another doubt; inactive means no such curve, though single readings can be large; an effect the other way counts as inactive or inconclusive. The list is partial. The share of hits here may be higher or lower than overall.

SMILES	Abeta yeast res	aSyn rescue	Akt phos inh	PTHR1 agonist	FUS suppressor	TDP43 rescue	GLP1R cytotox	Mm-Cpn inhibitor	GLP1R inv ag
CCc1c(C)nc(SCC(=O)Nc2ccc3c(c2)OCCO3)[nH]c1=O	-11%	1%	i	-11%	-3%	-7%	-2%	-4%	46%[activator]
Cc1cccc(Cn2c(Cc3ccccc3)nc3ccccc32)c1	26%&1%	-2%	i	-30%	-8%	?	29%&-4%	1%	?
Cc1cc(=O)nc2c3ccccc3n(CC(=O)Nc3ccccc3Br)n12	3%	-1%	i	i	?	10%	3%	-1%	-3%
COc1ccc(CCNC(=O)Cc2c(C)c3c(cc(C)c4c(C)c(C)oc43)oc2=O)cc1OC	-8%	/	/	-2%	-23%	1%	-7%	/	-1%
O=C1CN(c2ccc(Cl)cc2)C2(CCCCC2)S1	-10%	3%	i	-1%	-3%	6%	-9%	1%	?
O=C(Nc1ccc(N2CCOCC2)cc1N1CCOCC1)c1ccc([N+](=O)[O-])cc1Cl	-10%	4%	i	i	8%	25%	-2%	0%	15%
COc1ccc(/C=N/NC(=O)c2cccc(NC(C)=O)c2)c(OC)c1	-6%	-7%	i	i	20%	15%[9.22 µM]	1%[7.66 µM]	-3%	-9%[7.66 µM]
Cc1cccc(-n2nc3c(c2NC(=O)c2ccc(Br)o2)CSC3)c1C	3%	1%	i	i	27%	-4%	0%	-10%	?
Cc1csc(N/N=C/c2ccccn2)n1	?	?	i	-29%	1%	-7%	?	-1%	?
CCOC(=O)C(=CNc1cccc(N)n1)C(=O)OCC	6%	2%	i	i	14%	16%	5%	0%	0%
CC1CCN(C(=O)C2CCC(C)(C(=O)O)C2(C)C)CC1 (stereo unspecified)	21%	9%	i	0%	/	?	3%	1%	15%
CCOC(=O)CN1C(=O)CSc2ccc(S(=O)(=O)N3CCCC3)cc21	-10%	-8%	i	i	11%	-14%	12%	2%	19%
COc1ccc(/C=C(\C#N)C(=O)c2c(C)[nH]c3ccccc23)cc1OC	10%	5%	i	i	31%	?	4%	1%	25%
O=C(c1cccs1)N1CCN(Cc2cccnc2)CC1	9%	-4%	i	?	?	-8%	5%	-1%	0%
CCN(CC)CCN1C(=O)C(=O)/C(=C(/O)c2c(C)[nH]c(C(=O)OC)c2C)C1c1ccccc1OC (stereo unspecified)	8%	1%	i	i	15%	-15%	-10%	-2%	?
COc1ccccc1C(CNC(=O)c1cccc(S(=O)(=O)Nc2ccc(C)cc2)c1)N1CCCC1 (stereo unspecified)	13%	6%	i	-9%	16%	21%	-28%	0%	5.6µM*
CN1CCN(C(=O)c2ccc(NS(=O)(=O)c3cccc([N+](=O)[O-])c3)cc2)CC1	-4%	1%	i	-15%	25%	0%	-6%	-3%	3%
CCOc1cc(C2C(C(=O)OC)=C(C)NC3=C2C(=O)c2ccccc23)cc(Cl)c1O (stereo unspecified)	3%	/	/	i	1%	19%	-26%	/	21%
CCCN1CCN(CCNC(=O)Nc2cc(C)ccc2OC)CC1	-9%	/	/	-5%	4%	13%	2%	/	11%
COc1ccc(S(=O)(=O)Nc2cccnc2)c(Cl)c1Cl	-7%	-2%	i	-13%	20%	-10%	3%	2%	-1%
Cc1ccc(Nc2nc3ccccc3n3nnnc23)cc1	-14%	0%	i	-17%	9%	-22%	14%	1%	71%[activator]
Cc1ccc2nc(N/N=C/c3ccco3)cc(C)c2c1	-16%	-7%	i	37%	-1%	-3%	?	-10%	?
c1ccc(Nc2nc(-c3ccncc3)cs2)nc1	12%	-4%	-90%*	-8%[57.5 µM]	6%	-4%	6%	0%	12%
NS(=O)(=O)c1ccc(CNC(=O)CSc2nc3ccc(Cl)cc3[nH]2)cc1	1%	-1%	i	-5%	-5%	10%	8%	1%	10%
COc1cccc(CC(=O)Nc2ccccc2C(=O)N2CCOCC2)c1	2%	-6%	i	i	/	5%	-13%	0%	18%
COc1ccc(N2CCN(CCNS(=O)(=O)c3ccc(C)cc3)CC2)cc1	-2%	-7%	i	i	8%	-13%	15%	4%	?
CCc1c(C)c2ccc(O)c(CN3CCN(c4ccccc4)CC3)c2oc1=O	-1%	/	/	-22%	12%	13%	2%	/	3%
Cc1noc2ncnc(Sc3ccc(Br)cc3)c12	-53%[inhibitor]	-11%	i	-45%[inhibitor]	-10%	5.6µM*	-17%	1%	?
O=C(COC(=O)c1cc(S(=O)(=O)N2CCCCC2)ccc1Cl)NC1CCS(=O)(=O)C1 (stereo unspecified)	4%	2%	i	-20%	5%	13%	-4%	3%	-5%
Cc1cccc(Nc2nnc(C)c(=O)n2N)c1	8%	-7%	/	5%[57.5 µM]	22%	-16%	-25%	-1%	-1%
CN(C)c1ccc(C(=O)N2CCN(c3cc(C(F)(F)F)nc4ccccc34)CC2)cc1	-18%	2%	i	-27%	31%	?	9%	0%	?
Cc1ccc(C(=O)N/C(=C/c2ccccc2F)C(=O)NCCCn2ccnc2)cc1	8%	1%	i	-15%	1%	11%	-6%	-2%	4%
CN1CCC(N(C)S(=O)(=O)c2ccc(NC(=O)c3ccc(S(=O)(=O)N(C)C)cc3)cc2)CC1	4%	2%	i	i	-5%	12%	13%	1%	-25%
COc1cc(OCC(N)=O)cc(OC)c1OC	-1%	0%	i	i	-1%	5%	-3%[1.53 µM]	0%	17%
O=C(COC(=O)CCN1C(=O)c2ccccc2C1=O)Nc1ccc(S(=O)(=O)N2CCCC2)cc1	8%	3%	i	i	17%	-10%	-5%	1%	8%
Cc1ccc(N2C(=O)C(Cl)=C(N3CCOCC3)C2=O)c(C)c1	0%	-2%	i	i	-14%	20µM*	-13%	1%	6%
COc1ccc(N2CC3=C(C2=O)C(c2ccc(O)c(OC)c2)NC(=O)N3C)cc1 (stereo unspecified)	-5%	-1%	/	i	-6%	8%	-8%	/	25%
CCCSc1ccc([C@@H]2[C@@H]3C(=O)N(C)C(=O)[C@@H]3[C@]3(C(=O)OC)CCCN23)cc1OC	-3%	0%	i	-10%	?	16%	0%	-20%	0%
O=C(COc1ccc2ccccc2c1)N1CCN(C(=O)c2ccc([N+](=O)[O-])cc2)CC1	15%	6%	i	i	34%	1%	14%	-5%	-4%
Cc1cccc(C(=O)OCc2cc(=O)oc3c(C)c(C)ccc23)c1O	-10%	-1%	i	-4%	-1%	-3%	10%	1%	9%
Cn1c(C2=C(O)CN(Cc3ccccc3)C2=N)[n+](C)c2ccccc21	0%	10%	i	i	28%	-22%	5%[7.66 µM]	2%	1%[7.66 µM]
CC(Oc1cc(F)ccc1[N+](=O)[O-])C(=O)Nc1ccc(S(=O)(=O)N2CCCC2)cc1 (stereo unspecified)	3%	?	i	i	37%	?	-20%	1%	38%[activator]
CC(OC(=O)c1ccc(C#N)cc1)C(=O)Nc1ccc(Cl)cn1 (stereo unspecified)	4%	-2%	i	-24%	?	-3%	11%	-1%	-6%
CCN(CC)c1nc(SCC(=O)O)nc(N(CC)CC)n1	8%	1%	i	-7%[57.5 µM]	15%	6%	18%	-3%	0%
CC(=O)c1ccc2c(c1)N(Cc1ccccc1)C(=O)C(C)S2 (stereo unspecified)	-6%	7%	i	-19%	7%	0%	-8%	/	-5%
CC(=O)Nc1ccc(N(C(=O)Cn2nnc3ccccc32)C(C(=O)NCc2ccccc2)c2ccc(C)cc2)cc1 (stereo unspecified)	6%	/	/	-9%	?	12%	4%	/	-3%
CCOC(=O)CCCCCC(=O)Nc1ccc2c(c1)CC(=O)N([C@H](C)CO)C[C@@H](C)[C@H](CN(C)Cc1ccc3c(c1)OCO3)O2	13%	5%	i	-15%	-9%	16%	-9%	0%	-10%
Cc1ccc2nc(-c3ccco3)c(Nc3ccc4c(c3)OCCO4)n2c1	-17%	/	/	-23%	15%	11%	0%	/	4%
Cc1ccc(NC(=O)COC(=O)CN2C(=O)c3ccccc3C2=O)cc1	11%	-6%	i	-6%	-18%	12%	1%	0%	-4%
CN1CCN(c2ccc(C(=O)c3ccc(F)cc3)cc2)CC1	-4%	0%	i	i	21%	4%	-6%	0%	?
O=C1NC[C@@H](c2ccccc2)OC(=O)[C@H](Cc2ccc(F)cc2)C/C=C\C[C@@H]1CC(=O)N(CCO)Cc1ccccc1	4%	1%	i	i	?	10%	?	1%	?
Nc1ccn([C@@H]2O[C@H](CNCc3cccc(OC4CCCC4)c3)[C@@H](O)[C@H]2O)c(=O)n1	5%	6%	i	-19%	-11%	0%	-6%	/	7%
O=c1c2cc(N3CCOCC3)ccc2[nH]c(=S)n1Cc1ccco1	13%	3%	i	-13%[57.5 µM]	?	0%	-2%	-4%	131%[activator]
C=CCn1c(SCC(=O)NC23CC4CC(CC(C4)C2)C3)nc2cc(C(=O)O)ccc2c1=O	8%	-2%	i	-3%	18%	12%	10%[0.307 µM]	1%	13%[0.307 µM]
COc1cccc(CNC(=O)c2oc3c(c2C)-c2nn(Cc4cccc(Cl)c4)cc2CC3)c1OC	-11%	/	/	-29%	?	22%	1%	/	?
